# High-throughput results from PubChem.
# Vc quorum ag: quorum light induction in luxS cqsA deficient V. cholerae; activation, % at 18.7 µM; V. cholerae BH1578 lux reporter, luminescence, 6 h; 350,000 compounds, 0.16% hits; in the data active means activation mostly above about 9.7%, no sharp cut-off; further: not every result past the cut was called active; inactives centre near 0; reference of the scale not given here
# SSB-PriA inh: inhibitors of Klebsiella pneumoniae PriA binding to SSB C-terminal tail. AlphaScreen SSBct-PriA binding, biotinylated peptide. inhibition, % at 33 µM. 430,000 compounds, 0.6% hits; in the data active means inhibition mostly above about 37%, no sharp cut-off; inactive means mostly below about 20%;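 further: plate controls were negative control peptide for no effect and reference peptide for full effect; strong numbers were not always called active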
# TcdB inh: inhibitors of Clostridioides difficile toxin B glycohydrolase. P18177. TcdB glycohydrolase enzymatic assay, plate reader. inhibition, % at 9.99 µM. 350,000 compounds, 0.24% hits. AID 652162; in the data active means inhibition above about 10%
# Yp Topo-I inh: inhibitors of Yersinia pestis topoisomerase I; 360,000 compounds, 0.064% hits; Y. pestis Topo-I cleavage product accumulation, plate reader; activity, % at 10 µM; AID 504884; in the data active means activity above about 50%, passing the limit was not always enough; further: inactives centre near 2
# PfHsp40 yeast: restores yeast growth despite PfHsp40 toxicity | S. cerevisiae expressing PfHsp40, growth rescue, ATP luminescence | growth rescue, % at 12.5 µM | 340,000 compounds, 0.68% hits | AID 504582; in the data active means growth rescue above about 28%, passing the limit was not always enough;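 further: yeast W303a lacking pdr1 and pdr3 grown in galactose medium; growth measured after three days at 30 °C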
# SARS 3CLpro inh: SARS-CoV 3CLpro protease inhibition; 290,000 compounds, 0.14% hits; P0C6X7; inhibition, % at 6 µM; recombinant SARS-CoV 3CLpro, quenched FRET peptide cleavage; AID 1706; in the data active means inhibition above about 12%
# Anthrax LF inh2: anthrax lethal factor protease inhibition | AID 588501 | multiplex microsphere protease cleavage assay, LF | inhibition, % at 10 µM | 360,000 compounds, 0.12% hits | P15917; further: plate controls were buffer without enzyme for full effect and enzyme alone for no effect
# Target sequence (P15917 whole entry, looked up): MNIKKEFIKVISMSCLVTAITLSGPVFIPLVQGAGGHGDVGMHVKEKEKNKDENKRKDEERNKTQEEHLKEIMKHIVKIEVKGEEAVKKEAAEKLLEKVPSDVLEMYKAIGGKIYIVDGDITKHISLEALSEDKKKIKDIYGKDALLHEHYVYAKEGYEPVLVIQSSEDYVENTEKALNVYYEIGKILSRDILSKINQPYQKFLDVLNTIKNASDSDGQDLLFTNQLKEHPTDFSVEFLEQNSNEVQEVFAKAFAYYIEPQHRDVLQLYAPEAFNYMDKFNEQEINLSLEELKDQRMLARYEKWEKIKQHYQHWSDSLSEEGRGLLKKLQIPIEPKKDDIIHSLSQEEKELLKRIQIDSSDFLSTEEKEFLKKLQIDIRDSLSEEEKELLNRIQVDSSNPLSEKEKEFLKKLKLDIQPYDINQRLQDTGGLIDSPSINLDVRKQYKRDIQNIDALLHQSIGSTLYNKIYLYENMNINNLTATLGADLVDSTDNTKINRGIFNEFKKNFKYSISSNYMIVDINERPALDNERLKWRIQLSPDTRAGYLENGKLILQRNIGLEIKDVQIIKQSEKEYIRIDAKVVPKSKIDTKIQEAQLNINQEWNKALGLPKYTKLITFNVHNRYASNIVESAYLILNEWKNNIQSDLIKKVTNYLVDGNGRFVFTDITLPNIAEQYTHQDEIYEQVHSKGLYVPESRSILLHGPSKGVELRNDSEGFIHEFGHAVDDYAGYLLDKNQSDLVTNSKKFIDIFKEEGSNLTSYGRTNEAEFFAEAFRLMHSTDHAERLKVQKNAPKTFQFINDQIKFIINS
# PrPC TRFRET: reduces human prion protein on the cell surface | inhibition, % at 13.8 µM | 370,000 compounds, 0.43% hits | cell surface PrPC, TR-FRET read-out; in the data active means inhibition above about 24%; further: 0% = median of the test wells and 100% = reference compound wells
# BoNT-A LC inh2: blocks Botulinum neurotoxin A light chain protease | multiplex microsphere protease substrate cleavage, flow cytometry | inhibition, % at 10 µM | 360,000 compounds, 0.17% hits | AID 588499; further: plate controls were buffer without enzyme for full effect and enzyme alone for no effect
# The depositor's hits bear a star; i = inactive; . = no result given; & = joins results of further samples. Unless noted, no stated cut-off is given here; in the data, active means inhibition above about 30%; inconclusive means no clear call, values can overlap the other calls; inactive means below that. Only part of the results is shown; the hit share may differ from the screen's.
# Start of the listing, in advance, 10 compounds:
SMILES,Vc quorum ag,SSB-PriA inh,TcdB inh,Yp Topo-I inh,PfHsp40 yeast,SARS 3CLpro inh,Anthrax LF inh2,PrPC TRFRET,BoNT-A LC inh2
CCCCN(C=O)c1c(CC)nc2ccc(C(=O)N3CCN(C(C)=O)CC3)cn12,-0.4,.,0.1,0,.,.,-2,-5,-0.7
O=C(CN1CCN(C(=O)c2c(F)cccc2F)CC1)Nc1ccccc1C(F)(F)F,i,1,1.1,6,-1.6,4,0,-15,1.4
CC1(C)COC2(OC1)C(=O)Nc1ccccc12,-0.5,-13,-0.9,-11,0.3,6,-1,0,-0.2
O=c1cc(N2CCCC2)c2ccccc2o1,-0.3,0,0.8,-2,-1.0,2,-6,8,-0.6
c1ccc(C[C@H]2CNCCN2CCc2cccc3ccccc23)cc1,0.0,9,2.5,4,-1.7,.,-7,-11,-0.1
O=C(Nc1cc(Sc2nc3ccccc3s2)cc([N+](=O)[O-])c1)c1ccccc1,0.6,18,.,-12,-0.8,2,-2,9,-1.6
CCCCN1CC(=O)N2[C@H](c3ccc(Cl)cc3)[C@@H]3C(=O)N(CC)C(=O)[C@@H]3[C@]2(C)C1=O,-0.4,-13,3.4,-4,0.2,1,2,4,-0.1
Brc1ccccc1-c1cnco1,i,-2,0.9,10,-0.6,-1,0,0,0.5
O=C1CC2(CCCCC2)CC(=O)N1CCc1ccccc1,i,-21,1.4,11,-0.3,.,0,-13,-0.4
COc1cc(S(=O)(=O)N2CCOCC2)ccc1NC(=O)COC(=O)c1ccccn1,-0.6,8,.,5,1.4,8,-4,-2,0.2

# All compounds of this part, previewed entries included:
SMILES,Vc quorum ag,SSB-PriA inh,TcdB inh,Yp Topo-I inh,PfHsp40 yeast,SARS 3CLpro inh,Anthrax LF inh2,PrPC TRFRET,BoNT-A LC inh2
CCCCN(C=O)c1c(CC)nc2ccc(C(=O)N3CCN(C(C)=O)CC3)cn12,-0.4,.,0.1,0,.,.,-2,-5,-0.7
O=C(CN1CCN(C(=O)c2c(F)cccc2F)CC1)Nc1ccccc1C(F)(F)F,i,1,1.1,6,-1.6,4,0,-15,1.4
CC1(C)COC2(OC1)C(=O)Nc1ccccc12,-0.5,-13,-0.9,-11,0.3,6,-1,0,-0.2
O=c1cc(N2CCCC2)c2ccccc2o1,-0.3,0,0.8,-2,-1.0,2,-6,8,-0.6
c1ccc(C[C@H]2CNCCN2CCc2cccc3ccccc23)cc1,0.0,9,2.5,4,-1.7,.,-7,-11,-0.1
O=C(Nc1cc(Sc2nc3ccccc3s2)cc([N+](=O)[O-])c1)c1ccccc1,0.6,18,.,-12,-0.8,2,-2,9,-1.6
CCCCN1CC(=O)N2[C@H](c3ccc(Cl)cc3)[C@@H]3C(=O)N(CC)C(=O)[C@@H]3[C@]2(C)C1=O,-0.4,-13,3.4,-4,0.2,1,2,4,-0.1
Brc1ccccc1-c1cnco1,i,-2,0.9,10,-0.6,-1,0,0,0.5
O=C1CC2(CCCCC2)CC(=O)N1CCc1ccccc1,i,-21,1.4,11,-0.3,.,0,-13,-0.4
COc1cc(S(=O)(=O)N2CCOCC2)ccc1NC(=O)COC(=O)c1ccccn1,-0.6,8,.,5,1.4,8,-4,-2,0.2
S=c1[nH]nc(-c2ccccc2)n1/N=C/c1cccc(Cl)c1,1.7,.,1.5,8,0.4,3,-7,-8,2.0
CC(=O)c1cccc(NC(=O)c2cccc(S(=O)(=O)N3CCOCC3)c2)c1,i,6,1.0,2,-0.9,0,5,3,-1.1
CC(C)OC(=O)c1nn2c(C(F)(F)F)cc(-c3ccco3)nc2c1Cl,i,3,.,-4,-0.6,-3,5,-3,0.2
O=C(c1ccc(C(F)(F)F)cc1)C1CCCN(Cc2ccncc2)C1 (stereo not drawn),-1.2,-5,0.9,7,2.9,2,2,29*,1.0
CN(C)CCN1C(=O)c2oc3ccccc3c(=O)c2C1c1cccc(Br)c1 (stereo not drawn),-1.0,-4,.,-6,-0.4,0,-1,2,-0.7
Cc1ccc(NC(=S)Nc2ccc3[nH]c(=O)[nH]c3c2)cc1,-0.2,5,2.3,-7,-0.5,3,.,2,.
Cc1nc(N/N=C\c2ccc3c(c2)OCO3)sc1C,1.7,.,0.5,-6,0.0,-2,-1,3,-2.3
CC1CCCN(S(=O)(=O)c2ccc(S(=O)(=O)N3CCCC3)cc2)C1 (stereo not drawn),i,-5,-0.7,14,-0.7,-2,-11,7,-1.5
c1ccc2c(CCNCc3ccc4c(c3)OCO4)c[nH]c2c1,-0.2,1,.,-13,0.2,-5,-5,0,-0.5
CC(C)c1cc(=O)n2[nH]c(SCc3ccccc3)nc2n1,-0.5,1,2.3,-1,.,-4,-8,9,1.0
CCOC(=O)N1CCN(S(=O)(=O)c2c(C)nn(C)c2C)CC1,i,-3,.,0,-0.1,2,-3,-4,-0.2
COc1ccc(C2C3=C(CCCC3=O)Nc3nc(-c4cc(OC)c(OC)c(OC)c4)nn32)cc1OC (stereo not drawn),1.2,-5,.,17,-2.1,1,2,-2,0.9
CC1(C)C2CCC(C2)C1(C)NC(=O)CN1CCCC1 (stereo not drawn),1.8,-8,1.2,0,1.5,2,29,-1,1.9
CCOc1cc(N2CCOCC2)c(OCC)cc1NC(=O)CSc1ncn[nH]1,-0.4,-9,-0.2,7,-0.9,3,-3,-2,-1.0
N#CCCN(Cc1cccnc1)CN1C(=O)c2ccccc2C1=O,-0.7,.,-0.8,1,.,.,-6,-2,0.3
OCCCn1c(CCCNc2nc(-c3cccc(Br)c3)cs2)nc2cc(Cl)c(N3CCCCC3)cc21,-2.2,10,-0.2,8,0.0,1,1,-1,-0.6
Cc1ccc(CNC(=O)[C@H](C)NC(=O)C2CCN(C(=O)[C@@H](N)CC(C)C)CC2)cc1,-0.5,-2,-0.8,-4,-1.0,-3,0,0,0.4
CCOc1c(CNCCN2CCOCC2)cccc1OC,-3.8,-2,.,0,-0.4,4,-3,-1,2.0
O=c1[nH]nc(-c2ccccc2)c2ccccc12,-0.4,-2,2.1,-5,-0.8,-1,-5,0,-0.5
O=[N+]([O-])c1ccc2[nH]c3c(c2c1)CCCC3O (stereo not drawn),-0.2,3,-0.2,6,-0.8,1,1,-15,-1.2
CCOC(=O)Cc1csc(NC(NC(=O)OCC)(C(F)(F)F)C(F)(F)F)n1,12,-8,.,7,0.2,-3,-5,-2,0.0
COc1cccc(NC(=O)CN(C)C(=O)CSc2ccc3c(c2)OCCO3)c1,-2.5,-6,3.3,2,-0.9,.,-5,2,0.4
O=C(Nc1ccc(Br)cc1F)c1ccncc1,-5.0,3,.,4,-0.2,5,2,2,-0.1
O=C(NCc1ccc(C(F)(F)F)cc1)C1CC(c2cccc(F)c2)=NO1 (stereo not drawn),i,-12,0.1,-3,9.9,.,-1,4,-0.7
Cc1ccc(CNS(=O)(=O)c2ccc(CN3C(=O)c4cccnc4C3=O)s2)o1,3.1,-1,0.9,0,-0.4,-3,0,10,0.8
O=C(Cc1c[nH]c2ccccc12)N/N=C/c1cccc(F)c1,-0.3,.,1.6,-2,-1.0,2,4,7,0.2
COCCN1C=C2C(=O)C(C)(OC(=O)CCC(=O)OC)C(=O)C(Br)=C2C=C1c1ccc(OC)cc1 (stereo not drawn),-2.2,4,.,-8,0.5,.,-22,.,3.0
COc1nc(Oc2ccc(C(=O)O)cc2)nc(Oc2ccc(C(=O)O)cc2)n1,1.2,-1,.,4,-1.3,-1,-2,5,-1.4
CCOC1OC(=O)C(Cl)=C1Nc1cc(C)ccc1C (stereo not drawn),-0.2,-11,-0.5,7,0.1,1,-4,-2,-1.5
N#CCCN(C(=O)COC(=O)CCc1ccccc1)c1ccccc1,-0.1,-15,1.4,17,-2.5,1,3,-6,-1.7
COC(=O)c1ccccc1NC(=S)NC(=O)c1ccc2ccccc2c1,i,5,0.0,15,0.0,0,2,-4,0.1
COc1cccc(NC(=S)N2CCn3cccc3C2c2cccnc2)c1 (stereo not drawn),i,10,-0.2,10,-0.7,0,-5,-1,-1.1
O=C(CSc1nc2ccccc2nc1N1CCOCC1)Nc1ccccc1F,-0.1,-42,-0.3,12,2.3,-3,-2,11,1.3
NNC(=O)/C=C/c1ccc(Cl)cc1Cl,0.6,-2,-0.9,-2,-0.2,6,-2,-2,2.5
COc1ccc(C2Nc3ccccc3C(=O)N2c2ccccc2)cc1CSc1ccccn1 (stereo not drawn),-0.6,1,0.2,-3,0.3,5,-5,-4,-0.5
CC(Sc1nnc(N)s1)C(=O)NC1CCCCC1C (stereo not drawn),i,-2,1.3,0,-1.4,.,2,-4,-7.4
CCCC(NC(=O)CNC(=O)C(C)(C)C)C(=O)O (stereo not drawn),-0.4,-6,.,4,-0.6,-1,-6,-3,-0.4
COc1cccc(NC(=O)CN(C)C(=O)c2ccc(NS(=O)(=O)c3ccc(F)cc3)cc2)c1,i,-1,2.4,-7,-0.2,.,1,3,-0.3
Cc1ccc(S(=O)(=O)NCC(=O)OCC(=O)NCCc2ccccc2)cc1,i,-4,-0.3,8,0.0,.,-3,-2,-1.6
CC(C)CCN(C(=O)CNC(=O)c1cccs1)C(C(=O)NC1CCCC1)c1ccncc1 (stereo not drawn),-1.1,-4,1.0,17,-1.5,5,3,-7,0.5
CC(C)(C)c1cc(NC(=O)C2CCCO2)no1 (stereo not drawn),-4.2,-6,-1.2,-1,-0.3,-6,2,5,-0.7
COc1ccc([C@H]2CC(=O)C=C(c3ccc(Cl)c(Cl)c3)C2)cc1,-0.3,-4,0.4,7,0.2,.,-1,-3,-0.2
COCc1cc(C)nc(SCC(=O)Nc2cc3c(cc2C#N)OCO3)c1C#N,-0.7,-9,0.2,14,1.9,-1,-4,-3,-1.0
CCn1ncc(Cl)c1C(=O)Nc1ccncc1,-5.9,0,0.8,3,-0.2,-1,-2,6,-0.4
Cc1cc(NC(=O)CCSc2ccccc2)ccc1Br,-0.4,-31,.,12,16,4,0,10,0.6
CCOC(=O)CSc1cc(CS(=O)(=O)c2ccccc2)nc(-c2ccccc2)n1,0.7,-3,.,-4,-2.2,3,1,-3,0.2
O=C(CCC(=O)N(CC(=O)NC1CCCCC1)Cc1cccs1)Nc1nccs1,-0.4,2,0.8,13,-0.2,1,-12,7,-1.1
CCC(=O)Nc1nnc(SCC(=O)Nc2cccc(Cl)c2)s1,-1.8,-2,-0.4,3,0.4,-2,-1,-2,-0.1
CCN1CCN(c2nc3ccccc3nc2C(C#N)C(=O)OCc2ccccc2)CC1 (stereo not drawn),-0.3,25,.,-6,-0.5,-6,7,-19,8.7
Cc1nc(NCc2ccco2)c2oc3ccccc3c2n1,-0.3,1,.,2,9.8,1,-6,8,0.0

# (list continues)
SMILES,Vc quorum ag,SSB-PriA inh,TcdB inh,Yp Topo-I inh,PfHsp40 yeast,SARS 3CLpro inh,Anthrax LF inh2,PrPC TRFRET,BoNT-A LC inh2
O=C(O)c1ccc(/C=N/Nc2ncc(Cl)cc2Cl)cc1,1.4,.,-2.3,4,-1.3,5,-9,7,-4.4
COc1ccc(OC)c(NC(=S)NCc2ccco2)c1,-0.4,0&14,4.5,2,0.2,4,-3,-2,0.1
O=C(Nc1ccc(Nc2ccccc2)cc1)c1ccc(Cl)cc1Cl,-1.6,5,-0.7,-11,.,.,-2,6,-0.1
NC(=O)[C@H]1CC2(CC(c3cccc(NC(=O)COc4ccc(Cl)cc4)c3)=NO2)CN1C(=O)Cc1ccc([N+](=O)[O-])cc1 (stereo partly drawn),3.6,-4,2.0,16,1.1,.,-5,-10,-0.4
O=C(CSc1ccccc1)N1CCN(S(=O)(=O)c2ccccc2F)CC1,-0.4,-12,1.5,0,-1.7,3,0,0,1.3
